Assay outcomes deposited in PubChem by Emory University Molecular Libraries Screening Center.
14-3-3 PPI = 14-3-3 gamma protein interaction modulation; P61981; FP, 14-3-3gamma / TMR-pS259-Raf peptide binding; inhibition, % at 40 µM; 0.19% of 160,000 active; AID 422; in the data active = inhibition above about 30%;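 also: 0% = protein plus tracer without compound and 100% = blank with tracer alone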
Target sequence (P61981 whole entry, looked up): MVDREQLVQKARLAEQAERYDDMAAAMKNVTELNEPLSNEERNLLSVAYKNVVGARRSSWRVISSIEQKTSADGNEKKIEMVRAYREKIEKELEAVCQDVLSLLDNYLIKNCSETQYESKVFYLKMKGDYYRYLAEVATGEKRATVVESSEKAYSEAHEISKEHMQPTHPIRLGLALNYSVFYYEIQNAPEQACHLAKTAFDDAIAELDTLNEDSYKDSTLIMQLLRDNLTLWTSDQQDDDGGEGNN
The depositor's hits bear a star; & = joins results of further samples.

14-3-3 PPI	SMILES
-28.5	CC1CCc2sc(NC(=O)c3ccc(N4C(=O)C5C6C=CC(C6)C5C4=O)cc3)c(C#N)c2C1 (stereo unspecified)
-43.9&-101.4	COc1ccc(-n2c(C)nc3cc(C(=O)NCc4ccco4)ccc32)cc1
2.0	COc1ccc(C(=O)OCCN2CCCCC2)cc1
14.8	CC1=C(C(=O)OC2CCCCC2)C(c2cccnc2)C2=C(CC(C)(C)CC2=O)N1 (stereo unspecified)
-3.2	Nc1cc(Oc2ccc(Br)cc2)cc([N+](=O)[O-])c1
2.5	Cc1c(N=Cc2cc3c(cc2[N+](=O)[O-])OCO3)c(=O)n(-c2ccccc2)n1C
-3.6	CCCCC(=O)Nc1c(O)c2ccccc2[nH]c1=O
-4.1	O=C(CNS(=O)(=O)c1ccccc1)N1CCN(Cc2ccccc2)CC1
-16.5	COc1cccc(-c2nn(C)c3sc(C(=O)NCc4cccnc4)cc23)c1
-1.7	CCCCNC(=O)CN1C(=O)c2ccccc2S1(=O)=O
21.3	O=C(CC(c1ccccc1)c1ccco1)N1CCOCC1 (stereo unspecified)
-1.2	CCCCc1nc(S(=O)(=O)c2ccc(C)cc2)c(N(C)C)o1
2.1	CCCN1C(=O)C(O)(c2c(C)[nH]c3ccccc23)c2ccccc21 (stereo unspecified)
3.2&1.2	CCOC(=O)c1[nH]c2ccccc2c1NC(=O)c1ccco1
-7.6	C=CCOc1ccc(C2Oc3nc(SC)nnc3-c3ccccc3N2C(=O)CCC)cc1 (stereo unspecified)
4.1	Cc1cccc(-n2ccnc2SCC(=O)Nc2cc(C)on2)c1
-22.6	O=C(Nc1cccc2ccccc12)c1ccc(NC(=O)c2cc([N+](=O)[O-])ccc2Br)cc1
-1.5	Cc1ccc(C2SCc3cc(C)c(C)cc3CS2)cc1
-4.5	CCC(C)NC(=O)c1ccc(NS(=O)(=O)c2cccs2)cc1 (stereo unspecified)
-18.7	N#Cc1cc2nc3ccc4ccccc4c3nc2cc1C#N

(listing goes on)
14-3-3 PPI	SMILES
67.0*	Cc1ccc2cc3cc(C(=O)N4CCN(c5ccc(F)cc5)CC4)oc3nc2c1
-0.8	CCN1CNC(=S)N(C(C)c2ccccc2)C1 (stereo unspecified)
-3.1	Cc1ccc(C(=O)N2CCN(c3cccc(Cl)c3)CC2)cc1C
1.3	O=C1CCCC2=C1C(c1cccc(F)c1)n1nc(SCc3ccccc3)nc1N2 (stereo unspecified)
3.1	O=C1C2=C(SCCS2)C(=O)N1CCCO
-5.7	COCc1nnc(NC(=O)c2ccc(S(=O)(=O)N3CC(C)CC(C)C3)cc2)o1 (stereo unspecified)
2.0	CCCOc1c(OC)cccc1C1CC(=O)Nc2cc3c(cc21)OCO3 (stereo unspecified)
-3.7	Clc1ccc2nc(-c3cccnc3)c(Nc3ccccc3)n2c1
-13.6	COc1ccccc1NC(=O)c1c(NC(=O)C(C)(C)C)sc2c1CCC(C)C2 (stereo unspecified)
-8.4	Cc1ccc(C(=O)Nc2ccc(-c3nc4cc(C(C)C)ccc4o3)cc2)cc1[N+](=O)[O-]
-54.1	CCOc1cc(C2C3=C(Nc4ccc5ccccc5c42)c2ccccc2C3=O)cc(Br)c1O (stereo unspecified)
-9.1	Cc1cc(C)n2nc(-c3ccc(F)cc3)nc2n1
-3.5	CN(C(=O)c1ccc2c(c1)C(=O)c1ccccc1-2)c1ccc([N+](=O)[O-])cc1
11.2	CC1(C)NC(=O)N(CC(O)COc2ccc(I)cc2)C1=O (stereo unspecified)
-9.7	Cc1ccc(S(=O)(=O)N=C(CN2CCOCC2)N2CCN(S(=O)(=O)c3ccc(C)cc3)C2C)cc1 (stereo unspecified)
22.3	Cc1oc2cc3c(C(=O)N4CCN(C)CC4)c(C)oc3cc2c1C(=O)N1CCN(C)CC1
-15.1	O=[N+]([O-])c1ccc2c(c1)C1C=CCC1C(c1cccc3ccccc13)N2 (stereo unspecified)
-0.7	COC(=O)C(NC(C)=O)(Nc1ccc(Br)cn1)C(F)(F)F (stereo unspecified)
1.0	CCCn1cc(SCC(=O)Nc2cc(C(F)(F)F)ccc2Cl)c2ccccc21
-5.0	O=C(c1ccc2nc3sc4c(c3c(=O)n2c1)CCCC4)N1CCN(c2ccccn2)CC1

Given bar-delimited: part of the list above.
mol | 14-3-3 PPI
Cc1ccc(C(=O)Nc2ccc(-c3nc4cc(C(C)C)ccc4o3)cc2)cc1[N+](=O)[O-] | -8.4
CCOc1cc(C2C3=C(Nc4ccc5ccccc5c42)c2ccccc2C3=O)cc(Br)c1O (stereo unspecified) | -54.1

The list goes on.
14-3-3 PPI	SMILES
-12.4	O=P(Cc1ccccc1)(c1ccccc1)N(Cc1cccs1)CC1CCCO1 (stereo unspecified)
-10.6	O=c1c2[nH]c3ccc(F)cc3c2ncn1C1CCCCC1
-0.4	O=C(Oc1cccc(C(=S)N2CCOCC2)c1)c1ccccc1Cl
5.3	CC1(C)CC(=O)C2=C(C1)Nc1ccc3ccccc3c1C2c1cccc([N+](=O)[O-])c1 (stereo unspecified)
-4.3	COCCCNC(=O)c1cc(=O)n(Cc2ccc(Cl)cc2)c2ccccc12
12.8	Cc1ccc2c(c1)C(c1ccc(F)cc1)N(C(=O)c1ccccc1Cl)CC(=O)N2 (stereo unspecified)
-39.0	CC1CCc2c(oc3c2cc(NS(=O)(=O)c2ccc(Cl)c([N+](=O)[O-])c2)c2ccccc23)C1 (stereo unspecified)
7.2	CC1(C)C/C(=C(/C#N)C(N)=O)CCO1
-0.7	Cc1nc2cc(NC(=O)c3ccc(S(=O)(=O)N(C)C4CCCCC4)cc3)ccc2s1
-7.0	O=C(Nc1nccs1)c1oc(=O)c2ccccc2c1-c1ccccc1
-4.2	CCCN1CCN(C(=O)CCN2C(=O)COc3ccccc32)CC1
0.0	CCOC(=O)c1csc(NC(=O)c2ccc(S(=O)(=O)N(CC)CC)cc2)n1
3.9	Cc1cc(NC(=O)CSc2nnc(COc3cccc(C)c3C)n2C)no1
-4.6	CNC(=O)CC(=O)Nc1ccc(C(=O)O)cc1
-11.5	COc1ccc(NC(=O)Cc2nnc(SCC(=O)Nc3cc(C)ccc3OC)n2C)cc1
-7.3	COc1cccc(/C=N/n2c(SC)nnc2-c2ccccc2)c1OC
-1.5	CCN1CCN(c2c(Cl)cccc2NC(=O)c2ccco2)CC1
-2.7	Cc1ccc(NC(=O)Cn2nc(C)c3ccccc3c2=O)c(C)c1
-0.5	CC1CCC(N2C(=O)C3C(C(=O)Nc4ccc(C(C)C)cc4)C4C=CC3(O4)C2C(=O)NC2CCCCC2C)CC1 (stereo unspecified)
-3.4	COc1ccc(NC(=O)Cn2cnc3sc(C)cc3c2=O)c(OC)c1

Continuation:
14-3-3 PPI	SMILES
-7.4	CCOc1ccc(NC2=CC(=NS(=O)(=O)c3ccc(CC)cc3)c3ccccc3C2=O)cc1
-9.6	CCOc1ccc(C2/C(=C(/O)c3ccc(F)cc3)C(=O)C(=O)N2CCCN(C)C)cc1 (stereo unspecified)
-4.1	CC(C)(C#CC(O)(c1ccccc1)c1ccccc1)N1CCCC1
-11.0	COCCn1c(SCC(=O)Nc2ncc(C)s2)nc2sc3c(c2c1=O)CCC3
-1.6	C=CCn1c(N(C)C)nc2c1c(=O)[nH]c(=O)n2C
-191.1	CCCN(C(=O)c1ccc2c(c1NCCO)C(=O)c1ccccc1C2=O)c1ccccc1F
5.8&7.8	COC(=O)CCc1c(C)nn(-c2ccccc2)c1C
-5.8	Cc1ccc(NS(=O)(=O)c2ccc(N)cc2)cc1
-12.9	O=C(Nc1ccc(Cl)cc1)NC1CCCC1Cc1ccco1 (stereo unspecified)
3.1	CN(C(=O)C1CCCO1)c1nnc(-c2cnccn2)s1 (stereo unspecified)
-5.3	CCc1[nH]nc2c1C(C(C)C)C(C#N)=C(N)O2 (stereo unspecified)
-4.4	COc1ccc2nc(NC(=O)CSc3nnc(-c4ccoc4C)n3C)sc2c1
-65.0	CC(C)(C)c1ccc(-c2nc3ccc(N=Cc4cc([N+](=O)[O-])ccc4O)cc3o2)cc1
-1.9	O=C(NCCN1CCOCC1)c1ccc(CNC(=O)c2ccc(Br)cc2)cc1
-8.2	COc1cccc2cc(C(N)=O)c(=Nc3ccccc3)oc12
0.5	Cn1c(SCC(=O)Nc2ccc3c(c2)OCCO3)nc2c([nH]c3ccccc32)c1=O
-41.1	Cc1ccc(C(=O)N(c2ccc3oc4c(c3c2)CCCC4)S(=O)(=O)c2cccs2)cc1
-10.3	O=[n+]1cc(-c2ccc(F)cc2)n([O-])c2c1CCC2
-0.4	O=C(Nc1ccc(NC(=O)c2cccs2)cn1)c1ccco1
2.0	CCN(CC)S(=O)(=O)c1ccc(C(=O)Nc2nc3c(s2)CC(C)CC3)cc1 (stereo unspecified)

Next structures.
14-3-3 PPI	SMILES
-1.9	CCC1CCC(C(=O)NC(C(=O)NCc2ccco2)C(C)C)CC1 (stereo unspecified)
-2.3	O=C(c1ccc2c(=O)n(CCc3ccccc3)c(SCc3cccc(Cl)c3)nc2c1)N1CCOCC1
-2.6	Cc1noc(C)c1C(=O)OCC(=O)c1cc(C)n(Cc2ccccc2Cl)c1C
-9.2	Cc1ccc(S(=O)(=O)Nc2ccc3ncccc3c2)cc1
-4.2	Nc1nnc(CCCCc2cccs2)o1
-3.9	CCc1cccc(NS(=O)(=O)c2cccc3nsnc23)c1
-2.9	CC(C)Nc1nc(NC(C)C)nc(N(C)n2cnnc2)n1
-3.7&-8.9	CC(=O)c1ccc(NC(=O)c2ccn[nH]2)cc1
-9.1	C=CCn1cc(C(=O)NCC2CCCO2)c(=O)c2cc(S(=O)(=O)N3CCCCCC3)ccc21 (stereo unspecified)
-1.1	Cn1c(C=C(OC(=O)c2ccccc2)c2ccccc2)nc2ccccc21
-15.7	CCCOc1ccc(N2C(=O)CC(NCC34CC5CC(CC(C5)C3)C4)C2=O)cc1 (stereo unspecified)
-7.8	Cn1c2ccccc2n2ncnc12
12.2	O=C(Nc1ccccc1C(=O)O)c1cccc(NC(=O)c2ccc(Br)o2)c1
-1.0	COC(=O)CNC(=O)c1ccc(NC(C)=O)cc1
-6.8	O=C1C(=O)N(CCCn2ccnc2)C(c2cccc(F)c2)/C1=C(\O)c1ccccc1 (stereo unspecified)
-8.2	CC(=O)c1cccc(N2C(=O)c3ccc(C(=O)c4ccc5c(c4)C(=O)N(c4cccc(C(C)=O)c4)C5=O)cc3C2=O)c1
-3.8	NC(=O)CCS(=O)(=O)c1ccccc1
-0.2	CCc1ccc2nc(N3CCC(C(=O)NCc4ccc(OC)cc4)CC3)sc2c1
-14.2	O=C(O)CNC(=O)Cn1cnc2sc3c(c2c1=O)CCCC3
-41.4	COc1ccc(-c2csc(NC(=O)c3cccnc3)n2)cc1Br

Other structures follow:
14-3-3 PPI	SMILES
2.5	O=C(COC(=O)C1CCCN1S(=O)(=O)c1ccc(Cl)cc1)Nc1ccc2c(c1)OCO2 (stereo unspecified)
6.7	COc1ccc(S(=O)(=O)Nc2cc(C(C)C)c(O)c(S(=O)(=O)c3ccc(OC)cc3)c2C)cc1
-8.5	CC(=O)C1=C(O)C(=O)N(Cc2ccco2)C1c1ccc2c(c1)OCO2 (stereo unspecified)
-1.3	Cc1ccc(N2C(=O)CC(Cn3nc(C)cc3C)C2=O)cc1 (stereo unspecified)
-6.8	COc1cccc(CNC(=O)c2cnn3c(C)c(Cc4ccccc4Br)c(C)nc23)c1
-0.8	CN(CC(=O)NCc1ccc(Cl)cc1)S(=O)(=O)c1cccs1
0.5	Cc1nc2ccccc2c(=O)n1NC(=O)c1c(O)c2ccccc2n(C)c1=O
-24.1	CSc1ccccc1NC(=O)c1noc2c1CCC2
-5.7	c1ccc(-c2[nH]ncc2-c2nc3ccccc3[nH]2)cc1
-5.8	NC(=O)CSc1nc(-c2ccccc2Cl)ns1
5.1	O=C(Cn1c(=O)c2sccc2n(Cc2cc(=O)n3ccccc3n2)c1=O)NCc1ccco1
-8.8	O=C(O)c1ccc(-c2ccccc2C(F)(F)F)o1
3.2	CCNC(=O)NC(=O)COc1ccccc1C#N
-7.3	CCC(C)n1cnc2c(c1=O)c1nc3ccccc3nc1n2Cc1ccc2c(c1)OCO2 (stereo unspecified)
-0.2	CCc1ccccc1NC(=O)CSc1nnc([C@@H]2CCCN2C(=O)OC(C)(C)C)o1
0.7	O=C(CSc1nc2ccccc2c(=O)[nH]1)N1CCCCCC1
-5.3	Cc1cc(C(F)(F)F)c2c(N)c(C#N)sc2n1
-0.3	Cc1cc(NC(=O)c2cc(-c3cccs3)on2)no1
-17.3	CCC(C)NC(=O)c1ccc2c(=O)n(Cc3ccco3)c(=S)[nH]c2c1 (stereo unspecified)
-11.4	Cc1ccc2nc(-c3ccc(OC(=O)c4ccc(Br)o4)cc3)sc2c1

Entries above shown as hits in 14-3-3 PPI:
14-3-3 PPI	SMILES
67.0*	Cc1ccc2cc3cc(C(=O)N4CCN(c5ccc(F)cc5)CC4)oc3nc2c1

Going on with the list.
14-3-3 PPI	SMILES
-4.1	COC(=O)c1cc(NC(=O)CSc2nc(C)cc(=O)[nH]2)cc(C(=O)OC)c1
-4.8	O=C(O)c1cc(Sc2ccccc2C(F)(F)F)nc2ccccc12
-14.2	COc1cc([N+](=O)[O-])cc2snc(OC)c12
-7.9	CCOC(=O)c1ccccc1NC(=O)c1cccc2c1C(=O)N(C1CCN(C(=O)OCC)CC1)C2
-30.0	O=C1c2ccc(Oc3ccc([N+](=O)[O-])cc3)cc2C(=O)N1c1cccnc1
-1.0	O=C(Nc1ccc(OC(F)(F)F)cc1)C1(S(=O)(=O)c2ccc(Cl)cc2)CC1
-16.6	CCSc1nnc2c(n1)OC(c1cc(OC)ccc1Br)Nc1ccccc1-2 (stereo unspecified)
-2.6	Cc1cc(N2CCOCC2)nc(SCC(=O)c2ccc(Cl)cc2)n1
-11.4	CCOc1ccc(S(=O)(=O)Nc2c(CC)cccc2CC)c2cccnc12

Looked up by structure from the entries so far (six):
14-3-3 PPI	SMILES
-14.2	COc1cc([N+](=O)[O-])cc2snc(OC)c12
-4.1	COC(=O)c1cc(NC(=O)CSc2nc(C)cc(=O)[nH]2)cc(C(=O)OC)c1
-30.0	O=C1c2ccc(Oc3ccc([N+](=O)[O-])cc3)cc2C(=O)N1c1cccnc1
-11.4	CCOc1ccc(S(=O)(=O)Nc2c(CC)cccc2CC)c2cccnc12
-2.6	Cc1cc(N2CCOCC2)nc(SCC(=O)c2ccc(Cl)cc2)n1
-4.8	O=C(O)c1cc(Sc2ccccc2C(F)(F)F)nc2ccccc12

These rows are one share of the data, so the mix of outcomes need not match the whole.
